U2OS ROS induce = ROS inducers in U2OS cancer cells, primary screen, cell-based, H2DCF-DA fluorescence. U2OS ROS induction. ROS induction (% of piperlongumine), % at 10 µM. 2% of 46,000 active; in the data active means ROS induction above about 79%, passing the limit was not always enough;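 further: 0% = DMSO vehicle median and 100% = reference compound median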
The depositor's hits bear a star. Not all compounds are listed; the hit share may differ from the screen's.

SMILES | U2OS ROS induce
CC(=O)N(c1ccc2oc3c(c2c1)CCCC3)S(=O)(=O)c1ccccc1 | 4
Cc1ccc2nc(-c3ccc(NC(=O)CSc4ncn[nH]4)cc3)sc2c1 | -2
CC(C)NC(=O)Nc1ccc2c(c1)C(=O)N([C@H](C)CO)C[C@H](C)[C@@H](CN(C)C(=O)Nc1cccc3ccccc13)O2 | 2
C=CCn1cc(C(=O)OC)c(=O)c2cc(S(=O)(=O)N(CC)CC)ccc21 | 12
C[C@@H]1CN([C@@H](C)CO)C(=O)CCCn2nncc2CO[C@H]1CN(C)Cc1cccc2c1OCCCO2 | 2
COc1ccc(OCC(O)CNC(C)(C)C)cc1 (centres undefined) | -9
C[C@@H]1CN([C@H](C)CO)C(=O)CCCn2cc(nn2)CO[C@@H]1CN(C)C(=O)Nc1ccccc1 | 3
O=C(CSc1nnc(-c2ccccc2O)n1-c1ccccc1)N1CCc2ccccc21 | -4
CC(C)NC(=O)Nc1ccc2c(c1)CC(=O)N([C@H](C)CO)C[C@@H](C)[C@@H](CN(C)C(=O)Nc1ccccc1)O2 | 31
C[C@@H]1CN([C@H](C)CO)C(=O)c2cccc(NC(=O)NC3CCCCC3)c2O[C@H]1CN(C)C(=O)Nc1ccc(C(F)(F)F)cc1 | -2
O=C(Nc1nccs1)c1cc2ccccc2oc1=Nc1ccc(Cl)cc1 | -3
C[C@H](CO)N1C[C@H](C)[C@@H](CN(C)C(=O)NC2CCCCC2)Oc2ccc(NS(=O)(=O)c3ccc(Cl)cc3)cc2C1=O | -6
C[C@H](CO)N1C[C@H](C)[C@@H](CN(C)C(=O)Nc2ccccc2)Oc2ccc(NS(=O)(=O)c3ccc(Cl)cc3)cc2C1=O | -1
COc1ccc(-n2c(SCC(=O)N3CCOCC3)nnc2-c2ccc(Cl)cc2)cc1 | -2
CC(C(=O)N1CCc2ccccc21)N1C(=O)c2ccccc2C1=O (centres undefined) | -5
COc1ccc(S(=O)(=O)N(C)C[C@H]2OCCCC[C@@H](C)Oc3ccc(N(C)C)cc3C(=O)N([C@H](C)CO)C[C@@H]2C)cc1 | 2
C[C@H]1CN([C@@H](C)CO)C(=O)Cc2cc(NC(=O)Nc3ccc(C(F)(F)F)cc3)ccc2O[C@@H]1CN(C)Cc1ccc(-c2ccccc2)cc1 | 2
Cc1noc(C)c1S(=O)(=O)N(C)C[C@H]1Oc2c(NC(=O)C3CCOCC3)cccc2C(=O)N([C@@H](C)CO)C[C@H]1C | -10
Cc1ccc(C(=O)Nc2cccc(C(F)(F)F)c2)cc1 | -13
CC(=O)NC1=NN(C(C)=O)C(/C=C/c2ccccc2)S1 (centres undefined) | -11
Cn1nc(C(C)(C)C)cc1C(=O)Nc1cccnc1 | 30
COc1ccc(S(=O)(=O)Nc2ccc3c(c2)CC(=O)N([C@@H](C)CO)C[C@H](C)[C@@H](CN(C)S(=O)(=O)c2ccc(F)cc2)O3)cc1 | 6
CC(=O)c1ccc(NC(=O)c2ccc(CSc3ccccn3)cc2)cc1 | -13
C[C@H](CO)N1C[C@H](C)[C@@H](CN(C)C(=O)NC2CCCCC2)Oc2c(NS(C)(=O)=O)cccc2C1=O | -11
Cc1noc(C)c1NC(=O)Nc1cccc2c1O[C@@H](CN(C)Cc1ccc(C(F)(F)F)cc1)[C@@H](C)CN([C@@H](C)CO)C2=O | -8
C[C@H](CO)N1C[C@H](C)[C@H](CN(C)S(=O)(=O)c2ccc(F)cc2)Oc2ccc(NC(=O)CCC(F)(F)F)cc2CC1=O | 14
O=C1CC(C(=O)Nc2ccc(O)c(C(=O)O)c2)C(c2ccccc2)O1 (centres undefined) | 5
OCc1cc2c(cn1)[nH]c1ccccc12 | -8
O=C(CCn1cnc2ccccc2c1=O)Nc1cccc(Cl)c1Cl | -7
CC(C)NC(=O)N(C)C[C@H]1Oc2ccc(NS(C)(=O)=O)cc2CC(=O)N([C@H](C)CO)C[C@H]1C | 0
CCc1cccc(C)c1NC(=O)COc1ccc(NC(C)=O)cc1 | -14
Cc1noc(C)c1NC(=O)N(C)C[C@H]1Oc2ccc(NC(=O)Cn3cnnn3)cc2CC(=O)N([C@@H](C)CO)C[C@@H]1C | 4
Cc1ccsc1/C=N/NC(=O)c1ccc(C(=O)NO)cc1 | -12
Cc1cc(C)c(-c2cc(C(F)(F)F)no2)c(=O)[nH]1 | -18
Cc1cc(C(=O)Nc2cccc3c2O[C@@H](CN(C)Cc2ccc(C(=O)O)cc2)[C@@H](C)CN([C@H](C)CO)C3=O)n(C)n1 | 0
C[C@@H]1CN([C@H](C)CO)C(=O)c2cc(NC(=O)c3ccncc3)ccc2O[C@H]1CN(C)Cc1ccc(C(F)(F)F)cc1 | 5
Cc1noc(C)c1S(=O)(=O)N(C)C[C@@H]1Oc2ccc(NS(=O)(=O)c3cccs3)cc2CC(=O)N([C@H](C)CO)C[C@H]1C | -10
CC(=O)Nc1c(O)nc(SCC(=O)N(c2ccccc2)c2ccccc2)[nH]c1=O | -13
C[C@H]1CN([C@@H](C)CO)C(=O)Cc2cc(NC(=O)NC3CCCCC3)ccc2O[C@@H]1CN(C)C(=O)Nc1ccccc1 | -1
CC(C)NC(=O)N(C)C[C@H]1Oc2c(NC(=O)Nc3cccc4ccccc34)cccc2C(=O)N([C@@H](C)CO)C[C@@H]1C | 11
C[C@@H]1CN([C@H](C)CO)C(=O)c2cccc(NC(=O)C3CC3)c2O[C@@H]1CN(C)Cc1ccc(Cl)c(Cl)c1 | 5
Cc1ccc(S(=O)(=O)Nc2ccc3c(c2)CC(=O)N([C@H](C)CO)C[C@@H](C)[C@H](CN(C)Cc2ccc4c(c2)OCO4)O3)cc1 | -6
C[C@H](CO)N1C[C@H](C)[C@H](CN(C)C(=O)Nc2ccccc2C(F)(F)F)OCc2cn(nn2)CCCC1=O | 42
Cc1noc(C)c1NC(=O)Nc1ccc2c(c1)C(=O)N([C@@H](C)CO)C[C@@H](C)[C@H](CN(C)CC1CCCCC1)O2 | -4
COc1ccc(CN(C)C[C@H]2OCCCC[C@@H](C)Oc3ccc(N(C)C)cc3C(=O)N([C@H](C)CO)C[C@@H]2C)cc1 | 3
Cc1ccc(N=C2NC(=O)CC(C(=O)Nc3ccc(Cl)cc3)S2)cc1C (centres undefined) | -19
Cn1c2c(c(=O)n(C)c1=O)CN(C1CCCC1)CN2 | -16
Cc1cc(C)c(S(=O)(=O)NCC(=O)Nc2cccc(Cl)c2Cl)c(C)c1 | -2
Cc1ncc(CO)c(/C=N/NC(=O)c2ccc(C(=O)NO)cc2)c1O | -11
C[C@H]1CN([C@@H](C)CO)C(=O)c2cccc(NS(=O)(=O)c3ccc(F)cc3)c2O[C@H]1CN(C)Cc1ccc(Cl)c(Cl)c1 | 26
C[C@H]1CN([C@@H](C)CO)C(=O)c2cc(NS(=O)(=O)c3ccccc3)ccc2O[C@H]1CN(C)Cc1ccc2c(c1)OCO2 | 2
Cc1ccc(OCCn2c(CC(C)(C)C)nc3ccccc32)cc1 | 43
C[C@H]1CN([C@@H](C)CO)C(=O)Cc2cc(N(C)C)ccc2O[C@@H]1CN(C)C(=O)Nc1ccc(F)cc1 | 13
CCOC(=O)C1CCN(C(=O)c2ccc(CNS(=O)(=O)c3ccc(C)cc3)cc2)CC1 | 9
C[C@@H]1CN([C@H](C)CO)C(=O)Cc2cc(NC(=O)c3ccncc3)ccc2O[C@H]1CN(C)C(=O)Nc1ccc(F)cc1 | -6
CN(c1ccccc1)S(=O)(=O)c1ccc(Cl)cc1 | 2
CSc1nnc2c(n1)OC(C1CC=C(C)CC1)Nc1ccccc1-2 (centres undefined) | 103*
CCOC(=O)c1[nH]c(C(=O)O)c(CC)c1C | 2
COc1ccc(S(=O)(=O)N(C)C[C@H]2Oc3ccc(NC(=O)Nc4cccc5ccccc45)cc3C(=O)N([C@@H](C)CO)C[C@@H]2C)cc1 | 12
C[C@@H]1CN([C@@H](C)CO)C(=O)c2cccc(NS(=O)(=O)c3ccc(F)cc3)c2O[C@@H]1CN(C)C(=O)Nc1ccc2c(c1)OCO2 | 16
Carrying on.
SMILES | U2OS ROS induce
CCOc1cc(N2CCOCC2)c(OCC)cc1NC(=O)C(C)(C)C | -5
C/C(=N\O)C(C)(C)Nc1ccc(C(C)(C)C)cc1 | 1
COc1ccc(NC(=O)N(C)C[C@@H]2Oc3ccc(NC(=O)Nc4ccc(F)cc4)cc3C(=O)N([C@@H](C)CO)C[C@H]2C)cc1 | 2
C[C@H](CO)N1C[C@H](C)[C@@H](CN(C)C(=O)Nc2ccc3c(c2)OCO3)Oc2ccc(NS(C)(=O)=O)cc2C1=O | -6
C[C@@H]1CN([C@H](C)CO)C(=O)c2cc(NS(C)(=O)=O)ccc2O[C@H]1CN(C)S(=O)(=O)c1ccccc1 | 0
CCOc1ccccc1OCC(=O)Nc1cc(Cl)ccc1OC | -7
CC1(C)Cc2nc3nc(SCC(=O)Nc4ccccc4)nc(N)c3cc2CO1 | 38
O=C(NO)c1cccc(C(=O)N/N=C/c2cc3c(cc2Br)OCO3)c1 | -11
C[C@@H]1CN([C@@H](C)CO)C(=O)c2cc(NC(=O)Nc3ccc(F)cc3)ccc2O[C@H]1CN(C)Cc1ccccc1 | -12
C[C@@H]1CN([C@H](C)CO)C(=O)Cc2cc(NS(=O)(=O)c3ccc(Cl)cc3)ccc2O[C@@H]1CN(C)S(=O)(=O)c1ccc(Cl)cc1 | 5
C[C@H](CO)N1C[C@H](C)[C@H](CN(C)C(=O)Nc2ccc(F)cc2)Oc2ccc(NC(=O)Nc3ccccc3)cc2CC1=O | 2
O=C(CSc1ccc(-c2ccncc2)nn1)N1CCCCC1 | -13
C[C@@H]1CN([C@H](C)CO)C(=O)Cc2cc(NC(=O)C3CCCCC3)ccc2O[C@@H]1CN(C)C(=O)Nc1cccc2ccccc12 | -4
CNC[C@H]1Oc2ccc(NC(=O)Cn3cnnn3)cc2CC(=O)N([C@@H](C)CO)C[C@H]1C | 0
N#Cc1c(-c2cccs2)cc(-c2ccc(C(=O)O)cc2)nc1SCc1cccs1 | -7
CCN(CC)CCOc1ccccc1 | 7
CNC[C@H]1Oc2ccc(NC(=O)Cc3ccccc3)cc2CC(=O)N([C@@H](C)CO)C[C@@H]1C | -14
COc1ccc(-c2noc(CSc3nnc(-c4ccccc4)n3C)n2)cc1 | 125*
C[C@H]1CN([C@@H](C)CO)C(=O)c2cc(NS(=O)(=O)c3cccs3)ccc2O[C@@H]1CN(C)S(=O)(=O)c1ccc(Cl)cc1 | 6
C[C@H](CO)N1C[C@H](C)[C@H](CN(C)CC2CC2)Oc2ccc(NC(=O)Cc3ccccc3)cc2C1=O | 5
CNC(=O)Oc1ccc2c(c1)[C@]1(C)CCN(C)[C@@H]1N2C | -12
COc1ccc(S(=O)(=O)Nc2cccc3c2O[C@H](CN(C)S(=O)(=O)c2ccccc2)[C@H](C)CN([C@@H](C)CO)C3=O)cc1 | -7
CC(C)NC(=O)Nc1ccc2c(c1)C(=O)N([C@H](C)CO)C[C@H](C)[C@@H](CN(C)C(=O)Nc1ccc(C(F)(F)F)cc1)OCCCC[C@@H](C)O2 | 15
C[C@@H]1CN([C@@H](C)CO)C(=O)c2cc(NC(=O)c3ccncc3)ccc2O[C@H]1CN(C)Cc1ccc(-c2ccccc2)cc1 | 6
C[C@H](CO)N1C[C@H](C)[C@H](CN(C)C(=O)Nc2ccccc2)Oc2ncc(C#Cc3ccc(F)cc3)cc2C1=O | 132*
C[C@@H]1CN([C@@H](C)CO)C(=O)c2cccc(NC(=O)Nc3ccc4c(c3)OCO4)c2O[C@H]1CN(C)S(C)(=O)=O | 0
CCc1c(C)sc(NC(=O)COc2ccccc2)c1C(=O)N1CCOCC1 | -14
O=[N+]([O-])c1ccccc1-c1ccc(-c2nn3c(-c4ccccc4)nnc3s2)o1 | 174*
Cc1ccc(S(=O)(=O)Nc2cccc3c2O[C@H](CN(C)C(=O)Nc2ccc4c(c2)OCO4)[C@H](C)CN([C@H](C)CO)C3=O)cc1 | 3
COc1ccc(S(=O)(=O)Nc2cccc3c2O[C@H](CN(C)C(=O)NC2CCCCC2)[C@@H](C)CN([C@H](C)CO)C3=O)cc1 | -13
CNC[C@@H]1Oc2ccc(NC(=O)Cc3ccccc3)cc2C(=O)N([C@H](C)CO)C[C@H]1C | -6
CC(C)=CCC/C(C)=C/CC(O)/C(C)=C/Cc1cc(C(=O)O)ccc1O (centres undefined) | -7
O=C(Nc1ccc2ccccc2c1)/C(=C/c1ccco1)c1ccccc1 | 9
CN1CCN(CC(O)COc2ccc3ccccc3c2)CC1 (centres undefined) | -2
COc1ccccc1S(=O)(=O)N(C)C[C@H]1OCc2cnnn2CCCC(=O)N([C@H](C)CO)C[C@H]1C | -14

A draw from above in order of formula weight, largest number first.
SMILES | U2OS ROS induce
C[C@H]1CN([C@@H](C)CO)C(=O)Cc2cc(NC(=O)Nc3ccc(C(F)(F)F)cc3)ccc2O[C@@H]1CN(C)Cc1ccc(-c2ccccc2)cc1 | 2
C[C@H]1CN([C@@H](C)CO)C(=O)c2cc(NS(=O)(=O)c3cccs3)ccc2O[C@@H]1CN(C)S(=O)(=O)c1ccc(Cl)cc1 | 6
C[C@H](CO)N1C[C@H](C)[C@@H](CN(C)C(=O)NC2CCCCC2)Oc2ccc(NS(=O)(=O)c3ccc(Cl)cc3)cc2C1=O | -6
C[C@H](CO)N1C[C@H](C)[C@H](CN(C)S(=O)(=O)c2ccc(F)cc2)Oc2ccc(NC(=O)CCC(F)(F)F)cc2CC1=O | 14
COc1ccc(S(=O)(=O)Nc2cccc3c2O[C@H](CN(C)C(=O)NC2CCCCC2)[C@@H](C)CN([C@H](C)CO)C3=O)cc1 | -13
Cc1cc(C(=O)Nc2cccc3c2O[C@@H](CN(C)Cc2ccc(C(=O)O)cc2)[C@@H](C)CN([C@H](C)CO)C3=O)n(C)n1 | 0
O=[N+]([O-])c1ccccc1-c1ccc(-c2nn3c(-c4ccccc4)nnc3s2)o1 | 174*
O=C(Nc1nccs1)c1cc2ccccc2oc1=Nc1ccc(Cl)cc1 | -3
CC(C)=CCC/C(C)=C/CC(O)/C(C)=C/Cc1cc(C(=O)O)ccc1O (centres undefined) | -7
Cc1ccsc1/C=N/NC(=O)c1ccc(C(=O)NO)cc1 | -12
CN1CCN(CC(O)COc2ccc3ccccc3c2)CC1 (centres undefined) | -2
Cn1c2c(c(=O)n(C)c1=O)CN(C1CCCC1)CN2 | -16
Cc1cc(C)c(-c2cc(C(F)(F)F)no2)c(=O)[nH]1 | -18
